Screening results (PubChem BioAssay)
Rv3671c inh: Rv3671c (M. tuberculosis) protease inhibition; inhibition, % at 5.96 µM; P9WHR9; actives 0.048% (n = 320,000); in the data active = inhibition above about 38%;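 note: extracellular domain of Rv3671c used as enzyme; 0% = enzyme with DMSO and 100% = no enzyme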
Target sequence (P9WHR9 whole entry, looked up, the tested form may be a part): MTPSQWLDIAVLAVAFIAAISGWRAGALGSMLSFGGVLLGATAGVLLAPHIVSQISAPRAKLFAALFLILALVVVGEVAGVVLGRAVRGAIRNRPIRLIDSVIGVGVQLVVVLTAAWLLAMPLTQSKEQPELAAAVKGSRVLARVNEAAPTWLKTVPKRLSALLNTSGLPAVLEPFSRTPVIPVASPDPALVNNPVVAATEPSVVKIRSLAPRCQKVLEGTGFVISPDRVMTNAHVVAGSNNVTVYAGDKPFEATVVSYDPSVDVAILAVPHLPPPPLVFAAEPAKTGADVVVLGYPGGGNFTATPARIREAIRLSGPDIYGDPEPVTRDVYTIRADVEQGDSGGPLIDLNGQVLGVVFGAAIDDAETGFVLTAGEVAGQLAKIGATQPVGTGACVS
BioA inh: inhibitors of Mycobacterium tuberculosis BioA enzyme. purified M. tuberculosis BioA enzyme, plate reader. inhibition, % at 9.99 µM. actives 0.096% (n = 360,000). AID 602481; in the data active = inhibition above about 40%
3CLpro inhibitor: SARS-CoV 3CLpro protease inhibition | P0C6X7 | recombinant SARS-CoV 3CLpro, quenched FRET peptide cleavage | inhibition, % at 6 µM | actives 0.14% (n = 290,000) | AID 1706; in the data active = inhibition above about 12%
DUSP3 inh: inhibitors of human VHR1 phosphatase (DUSP3); P51452; recombinant VHR phosphatase, pNPP absorbance; AID 1654; inhibition, % at 13.3 µM; actives 0.52% (n = 290,000); in the data active = inhibition above about 50%; note: some compounds called inactive have numbers as strong as hits
Target sequence (P51452 whole entry, looked up): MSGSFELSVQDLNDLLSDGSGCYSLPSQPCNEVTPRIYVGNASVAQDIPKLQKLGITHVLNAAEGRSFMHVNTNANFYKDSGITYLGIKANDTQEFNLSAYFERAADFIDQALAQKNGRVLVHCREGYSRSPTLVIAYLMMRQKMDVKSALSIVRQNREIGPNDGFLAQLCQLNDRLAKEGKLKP
SSB-PriA inh: blocks PriA binding to SSB C-terminal tail; AlphaScreen SSBct-PriA binding, biotinylated peptide; inhibition, % at 33 µM; actives 0.6% (n = 430,000); in the data active = inhibition mostly above about 37%, no sharp cut-off; inactive = mostly below about 20%;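 note: plate controls were negative control peptide for no effect and reference peptide for full effect; strong numbers were not always called active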
Mtb FBA inh: Mtb fructose-bisphosphate aldolase inhibition; P9WQA3; purified M. tuberculosis FBA, fluorescence read-out; inhibition, % at 1 µM; actives 2.3% (n = 360,000); in the data active = inhibition above about 27%;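 note: 0% = vehicle and 100% = reference inhibitor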
BH1578 lux ind: inducers of Vibrio cholerae quorum light production without autoinducers; AID 588436; activation, % at 18.7 µM; V. cholerae BH1578 lux reporter, luminescence, 6 h; actives 0.16% (n = 350,000); in the data active = activation mostly above about 9.7%, no sharp cut-off; note: not every result past the cut was called active; inactives centre near 0; reference of the scale not given here
Mtb UGM inh: inhibitors of M. tuberculosis UDP-galactopyranose mutase; actives 0.06% (n = 320,000); inhibition, % at 10 µM; purified UGM, fluorescence polarization probe displacement; P9WIQ1; in the data active = inhibition above about 10%, passing the limit was not always enough
GDH-TPI counter: counter-screen for M. tuberculosis FBA inhibitors: GDH-TPI coupled enzymes; GDH-TPI coupled enzyme counterscreen, NADH absorbance; inhibition, % at 4.8 µM; actives 1.2% (n = 360,000); AID 588335; in the data active = inhibition above about 30%;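 note: 0% = DMSO wells and 100% = wells lacking the enzyme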
MazF activator: increases E. coli MazEF RNase cleavage of RNA; actives 0.32% (n = 350,000); P0AE70; AID 504720; activation, % at 20 µM; FAM/BHQ RNA-DNA oligo cleavage fluorescence, 5 h; in the data active = activation above about 50%
Target sequence (P0AE70 whole entry, looked up): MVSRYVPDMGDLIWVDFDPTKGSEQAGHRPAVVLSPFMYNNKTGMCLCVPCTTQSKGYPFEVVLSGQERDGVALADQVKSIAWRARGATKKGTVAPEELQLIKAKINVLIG
* hit, by the source's call; i = inactive; . = not tested or not shown. This is a subset, so the mix of outcomes need not match the whole.

SMILES	Rv3671c inh	BioA inh	3CLpro inhibitor	DUSP3 inh	SSB-PriA inh	Mtb FBA inh	BH1578 lux ind	Mtb UGM inh	GDH-TPI counter	MazF activator
COc1cccc(OCc2nnc(SCC(=O)N3c4ccccc4Sc4ccc(Cl)cc43)o2)c1	-10	.	0	-2	-9	-5	-0.4	-1.4	8	-2
COc1cccc(CN2CC(C(=O)NCCc3cn4cccnc4n3)CCC2=O)c1 (centres undefined)	.	0.6	.	.	.	47*	i	.	3	8
COc1ccc(NC(=S)N(CCC(C)C)C2CCN(C(C)C)CC2)cc1	3	0.9	1	-3	15	0	-0.8	-0.4	0	8
CC(=O)CCc1ccc(OCCCCN2CCC(Cc3ccccc3)CC2)cc1	2	0.7	-2	11	8	-1	-0.3	-2.0	1	1
COc1ccc(NC(=O)c2cccc(N3C(=O)C4C5C=CC(C5)C4C3=O)c2)cc1Cl (centres undefined)	-1	-0.9	6	-18	2	-1	i	-0.3	15	14
Cn1c(=O)oc2cc(S(=O)(=O)NCCC(=O)N3CCc4ccccc43)ccc21	-1	0.5	2	15	-9	-3	i	-0.9	11	-1
CCC(C)NC(=O)CSc1nnc(-c2ccc(C(C)(C)C)cc2)n1C (centres undefined)	-12	-0.4	1	5	-10	1	-0.9	0.3	2	-2
Cc1noc(C)c1COC(=O)c1cnc(Cl)c(Cl)c1	-6	.	4	-2	-18	1	-0.4	0.0	4	-9
O=C(Nc1ccc(C(F)(F)F)cc1)c1cnc(N2CCN(c3ccccn3)CC2)c2ccccc12	-7	.	-5	8	-14	-1	-0.2	0.2	-3	-8
S=C(Nc1ccc(Br)cc1)NC1CCN(Cc2ccccc2)CC1	-4	2.7	3	19	0	0	-0.1	-0.7	0	8
COc1ccc(-n2nc3ccccc3n2)cc1	0	6.4	-3	6	-20	-1	-0.4	-0.2	9	4
Cc1cc(NC(=O)CN2CCC(O)(c3cccc(F)c3)CC2)no1	-4	-1.9	-2	3	1	4	-12	3.6	1	4
Cc1ccc(NC(=O)CN(C)C(=O)c2cc3c(s2)CCCCC3)cc1	-5	-0.9	.	.	-2	-6	i	-2.4	7	-2
CCc1ccccc1NC(=O)CSc1nc2[nH]c(=O)cc(O)c2s1	-5	-0.4	-7	-12	-7	0	1.8	4.2	16	-1
COc1ccc(-c2nnc(CSc3nnc(-c4ccncc4)n3C3CCCCC3)o2)cc1OC	1	23	-2	-6	-9	-1	i	1.1	-8	-6
COC(=O)c1ccccc1N=Nc1c(C)noc1C	-9	.	-3	39	12	3	-0.4	-1.9	17	8
Cc1ccc2nc(SCC(=O)Nc3cccc(S(=O)(=O)N(C)C)c3)[nH]c2c1	-20	.	6	0	9	1	-0.3	4.5	-3	-2
O=C(/C=C/c1ccccc1[N+](=O)[O-])NNC(=O)c1ccncc1	-3	0.0	.	.	4	4	i	0.1	20	-18
CCCOC(=O)CCNc1n[nH]c(=O)[nH]c1=O	0	0.1	-2	-3	-10	-6	i	0.2	14	0
Cc1ccccc1NC(=O)Cn1nc(C)n2cccc2c1=O	3	0.3	-2	-2	12	0	-2.1	-0.7	12	5
Cc1ccc(C)c(NS(=O)(=O)c2csc(C(N)=O)c2)c1	-15	.	3	17	9	0	0.5	-1.4	-2	5
CNc1c(C(=O)O)ccc2c1C(=O)c1ccccc1C2=O	-6	.	3	4	8	-9	-1.7	1.8	7	-1
Cc1ccc(S(=O)(=O)/N=C(/c2ccc(F)cc2)N2CCOCC2)cc1	0	-0.6	1	18	.	-1	.	-0.7	-2	3
CCOc1ccc(S(=O)(=O)N2Cc3ccccc3CC2C(=O)O)cc1 (centres undefined)	3	0.0	-3	13	-7	2	-0.3	-0.4	9	4
Cc1ccc(C)c(N(C)S(=O)(=O)c2cccc3nsnc23)c1	2	-0.7	-1	7	-18	3	-0.6	4.4	12	1

Next structures follow:
SMILES	Rv3671c inh	BioA inh	3CLpro inhibitor	DUSP3 inh	SSB-PriA inh	Mtb FBA inh	BH1578 lux ind	Mtb UGM inh	GDH-TPI counter	MazF activator
O=C(CSc1nnnn1-c1ccc(C(=O)O)cc1)NC1CC1	-7	-1.1	-8	2	-6	3	-0.3	1.5	8	-4
CC1CCN(C(=O)Cn2c(=O)n(Cc3ccco3)c(=O)c3sccc32)CC1	1	1.5	-5	6	2	5	-0.2	3.1	5	3
CC1(C)Cc2nc(Cl)c(C(N)=O)cc2CO1	4	-2.2	-4	16	-7	1	-0.9	0.8	-13	1
C=CCOc1ccccc1CN1CCC(Cc2ccccc2)CC1	3	4.3	-6	-10	1	0	0.2	-0.2	-4	5
O=C(NCc1ccc(F)cc1)c1ccc(Br)o1	-1	2.7	0	24	-11	0	-0.1	-2.6	2	7
COC(=O)C1=C(c2ccc(F)cc2OCc2ccccc2)C[C@@H]2CC[C@H]1N2C(=O)NCc1ccco1	-6	-1.1	.	.	8	0	-0.4	-0.3	-9	0
CCN(CC)C(=O)Cn1cc(C(=O)C2CC2)c2ccccc21	3	.	2	38	8	1	-1.4	-3.7	0	1
O=C(Nc1cccc(Cl)c1)N(CCCN1CCOCC1)Cc1ccccc1F	6	15	3	17	-10	1	-0.2	-0.4	6	7
CN(C(=O)c1ccc(NC(=O)Cc2cccc(NC(=O)C3CCCN(C(=O)C4CCCCC4)C3)c2)cc1)C1CCCC1 (centres undefined)	-3	-1.1	.	.	-18	0	-0.3	0.8	-3	-1
Cc1ccc(CN2CC(C(=O)N3CCN(S(=O)(=O)c4cccc(F)c4)CC3)CC2=O)cc1 (centres undefined)	-1	0.0	.	.	0	1	-1.8	-1.2	-8	-1
CN(CC(=O)NCc1ccco1)S(=O)(=O)c1cccc2cccnc12	-4	-1.0	-5	-8	-4	0	-0.1	3.4	9	5
COc1cccc2c1C(=O)C=C(C)C2=O	-17	-0.3	1	-7	12	-4	-0.3	2.0	4	6
COc1ccc(CNC(=O)COC(=O)c2ccc(F)c(S(=O)(=O)N3CCCCC3)c2)cc1OC	7	0.1	0	26	-5	1	-0.2	.	1	11
CC1=C(C)CC(C(=O)Nc2nccs2)C(C(=O)O)C1 (centres undefined)	7	-0.2	2	-10	-16	-3	i	-0.7	-16	2
Cc1cc(C)nc(SCC(=O)NCC2COc3ccccc3O2)n1 (centres undefined)	-2	-0.1	.	.	-5	1	0.7	-0.2	3	0
CN(CC(=O)NCCc1ccc(F)cc1)Cc1cccs1	-1	.	0	16	-4	5	-1.7	-2.5	3	0
O=C1CC(NCC2CCCO2)C(=O)N1c1ccc(F)cc1 (centres undefined)	4	.	-1	6	-1	2	-0.2	2.2	8	8
CC(CCCCC(=O)Nc1ccc(C(F)(F)F)cc1)NCCc1cnc[nH]1 (centres undefined)	-12	.	-3	21	.	.	.	-1.5	.	.
O=S(=O)(c1ccccc1)c1nc(NC2CC2)sc1Cl	0	0.6	-1	5	-7	3	-0.2	2.5	15	-1
FC(F)(F)c1ccc(/C=N/N2CCN(Cc3ccccc3)CC2)cc1	-4	1.9	3	-10	.	1	i	-2.0	7	4
CC(=O)c1ccc(OCC(O)CN2CCN(S(=O)(=O)c3c(C)c(C)cc(C)c3C)CC2)cc1 (centres undefined)	-6	0.1	1	6	-6	-1	i	0.0	9	8
CCOC(=O)/C=C1\Nc2ccccc2OC1=O	1	.	-2	26	.	2	-0.7	2.1	1	2
Cn1c(=O)c2c(SCC(=O)N3CCOCC3)nc(-c3ccccc3F)nc2n(C)c1=O	4	1.3	3	11	-6	-2	-4.3	0.0	2	20
CC(C)CN(C(=O)Cn1c(=O)cnc2ccccc21)C1CCS(=O)(=O)C1 (centres undefined)	2	.	.	.	5	3	-2.9	2.2	10	-3
CCN(CC)c1ccc(C2C(C(=O)OC)=C(C)NC(C)=C2C(=O)OC)cc1	-5	-1.3	0	-13	-16	0	-14	0.8	21	3

Continuation.
SMILES	Rv3671c inh	BioA inh	3CLpro inhibitor	DUSP3 inh	SSB-PriA inh	Mtb FBA inh	BH1578 lux ind	Mtb UGM inh	GDH-TPI counter	MazF activator
O=C(C[C@@H]1C/C=C\C[C@H](Cc2ccc(F)cc2)C(=O)OCCNC1=O)N[C@H](CO)Cc1ccccc1	-2	0.0	.	.	2	6	i	-1.7	8	4
CCOP(=O)(c1ccccc1)c1nc(-c2ccccc2C)oc1N1CCCCC1 (centres undefined)	5	.	2	50	-20	.	.	5.5	.	-8
CC1CCC(NC(=O)CSc2nncn2C)CC1 (centres undefined)	2	-1.5	.	.	-6	-4	-5.6	-2.2	-7	11
CCOC(=O)c1cc2c(=O)n3ccccc3nc2n(Cc2ccco2)c1=NC(=O)c1ccc(OC)cc1OC	0	.	-1	26	2	104*	-0.7	-1.1	16	0
CC(=O)Nc1ccc(NC(=O)COc2ccc(-c3ccccc3)cc2)cc1	.	0.0	-2	-17	-3	0	i	-2.9	5	-48
Cc1ccc(C(=O)OCC(=O)Nc2cccc(Br)c2)s1	.	-1.2	.	.	.	-2	i	.	-6	2
CC1C2NC(=O)N(Cc3ccccc3)C1(C)Oc1ccccc12 (centres undefined)	4	.	0	16	0	0	-2.6	1.2	4	8
CC(OC(=O)c1snc(C(=O)NC2CCCCC2)c1N)C(=O)NC(C)(C)C (centres undefined)	-7	0.4	1	3	-5	2	i	2.7	18	-6
